Screens from PubChem BioAssay.
Rat MKP-3 inhibitors: MKP-3 phosphatase inhibitors, primary screen, biochemical, rat enzyme, in vitro (AID 425); Dual specificity protein phosphatase 6 (Rattus norvegicus); recombinant MKP-3 phosphatase activity, fluorescence; higher % means a stronger effect; inhibition, % at 20 µM, or IC50 in µM where a hit was titrated; 110,000 tested, 0.17% active; in the data active = inhibition above about 50%;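 note: plate controls were vehicle for no effect and reference inhibitor for full effect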
Hsp70 displacement: Hsp70 inhibitors, probe displacement, primary screen, biochemical, fluorescence polarization (AID 583). 140,000 tested, 0.06% active. Heat shock 70 kDa protein 1A (Homo sapiens). displacement, % at 20 µM; hits with a dose series show IC50 in µM. Hsp70 fluorescence polarization probe displacement, mP; higher % means a stronger effect; in the data active = displacement above about 50%;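 note: plate controls were vehicle for no effect and reference ligand for full effect; a part of the inactive calls stands beside numbers as strong as those of hits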
An asterisk follows results filed as active; x = not tested or not shown; & = joins results of further samples. An excerpt; rates above refer to the full screens.

Rat MKP-3 inhibitors	Hsp70 displacement	canonical_smiles
1%	-3.1%	CCc1nc2ccccc2n1CC(O)COC1CCCCC1 (centres undefined)
x	-1.7%	CCC(=O)Nc1cccc(-c2nnc(-c3cccc(NC(=O)CC)c3)o2)c1
1%	2.0%	COc1cccc(NC(=O)COc2ccc(C)cc2C)c1
3%	1.8%	CCOC(=O)N1CCN(Cc2ccccc2Cl)CC1
-8%	-3.7%	COC(=O)c1ccc(CSc2nccn2C)cc1
4%	-1.2%	C=CCc1cc(/C=C2\C(=O)NC(=O)N(c3cc(C)cc(C)c3)C2=O)cc(OCC)c1OCC(=O)OC
0%	4.9%	COc1cc(NC(=O)C2CC2)c(OC)cc1Cl
0%	-2.6%	CC(=O)Oc1cccc(N2C(=O)c3ccc(C(=O)Nc4c[nH]c(=O)[nH]c4=O)cc3C2=O)c1
-4%	-0.7%	CCOC(=O)c1cc(=O)cc(C(=O)OCC)o1
0%	-0.8%	Cc1cccc(NC(=O)c2cnc3sccn3c2=O)c1
-7%	6.9%	Cc1cc(NC(=O)CSc2ccc(Cl)cc2)no1
x	-1.9%	CCOC(=O)C(=O)c1csc(NC(=O)COc2ccc(N(C)S(=O)(=O)c3ccc(F)cc3)cc2)n1

(more compounds)
Rat MKP-3 inhibitors	Hsp70 displacement	canonical_smiles
x	4.4%	CCC1(C)N([O-])C(C)=C(c2ccccc2)[N+]1=O (centres undefined)
4%	-0.9%	CCOC(=O)c1ccccc1NC(=O)CCCOc1ccccc1
5%	0.4%	O=C(c1ccccc1F)N1CCN(c2ccc([N+](=O)[O-])c(N3CCOCC3)c2)CC1
x	-1.7%	Cc1cc(C)nc(-n2nc(C)cc2NC(=O)CNCc2ccccc2)n1
-11%	1.3%	CCCC(=O)c1ccc(N2CCN(S(=O)(=O)c3ccc(C)cc3)CC2)c(F)c1
-9%	1.9%	CCOCCCNC(=O)CCS(=O)(=O)Cc1ccc(C)cc1
-8%	1.9%	CCOc1cc(C2C(C(=O)N3CCCCC3)=C(C)NC3=C2C(=O)CC(C)(C)C3)ccc1O (centres undefined)
-10%	-3.7%	COc1cccc(CN2CCN(C(=O)CC(C)C)CC2)c1
-7%	-0.9%	COc1ccc(OCCCN2CCCC(C)C2)cc1 (centres undefined)
0%	3.3%	CC(=O)c1ccc(NC(=O)/C(=C\c2ccc(Br)cc2)NC(=O)c2ccco2)cc1
1%	-2.0%	CCC(C)(C)C1CCc2[nH]nc(C(=O)NN)c2C1 (centres undefined)
0%	-0.1%	O=C1c2cccc3ccc(I)c(c23)C(=O)N1Oc1ccc([N+](=O)[O-])cc1[N+](=O)[O-]

(more compounds)
Rat MKP-3 inhibitors	Hsp70 displacement	canonical_smiles
x	-4.0%	CCCCCOc1ccc(Br)cc1/C(C)=N/NC1=NCCN1
-9%	-3.3%	COC(=O)c1ccc(NC(=O)CN2C(=O)CCC2=O)cc1
-4%	-1.4%	CCOC(=O)N1CCC(NS(=O)(=O)c2cc3c(cc2Cl)NC(=O)CO3)CC1
-5%	4.6%	CCC(=O)c1ccc(OCC(=O)Nc2nn3cnnc3s2)cc1
x	4.5%	CCNC(=O)CCS(=O)(=O)c1ccc2ccccc2c1
x	2.9%	CCCc1nc2ccccc2c(C(=O)OCC(=O)NCc2ccco2)c1CC
2%	-2.7%	CCOC(=O)c1c(-n2c(C)cc(C=O)c2C)sc2c1CCCC2
-13%	0.6%	CCOC(=O)NC(C(F)(F)F)(C(F)(F)F)P(=O)(c1ccccc1)c1ccccc1
-4%	-0.6%	CN1CCc2c(sc3c2c(=O)n(-c2ccc(Cl)cc2)c2nncn32)C1
18%	1.0%	COc1ccc(C2=CC(=O)C=CC2=O)cc1
x	-3.2%	COC(=O)C1(Cc2ccccc2)NC(c2ccc(F)cc2)C2C(=O)N(C)C(=O)C21 (centres undefined)
-1%	-6.4%	Cc1cccc2nc(C(F)(F)F)nc(=O)n12

The list continues.
Rat MKP-3 inhibitors	Hsp70 displacement	canonical_smiles
-7%	-8.5%	Cc1ccc(-n2ncc3c(=O)[nH]c(SC(C)C)nc32)cc1
-6%	0.1%	CCCCN(CCCC)S(=O)(=O)c1ccc(C(=O)Nc2nnc(CSC)o2)cc1
-4%	0.8%	O=C(/C=C/c1ccccc1Cl)n1cnc2ccccc21
x	-4.2%	CCc1nc(N2CCN(C(=O)c3ccco3)CC2)c2c3c(sc2n1)CCCC3
0%	-6.9%	COC(=O)c1cc(C(=O)Nc2ccc(C(N)=O)cc2)cc([N+](=O)[O-])c1
x	0.7%	CCCn1nc(Oc2nc(NCC)nc(NC(C)C)n2)ccc1=O
-1%	-2.2%	COCCN1C(=O)/C(=C2/C(=O)N(CC(N)=O)c3ccccc32)SC1=S
x	6.1%	CCOc1ccc(=O)n(-c2ccccc2)n1
-12%	-0.1%	Cc1cc2nnc(SCC(=O)N3C(C)CCCC3C)n2c(N)n1 (centres undefined)
-5%	0.5%	Cc1cnc(-c2nnc(N(C)C(=O)c3cccnc3)s2)cn1
x	0.6%	COc1ccc(NC(=O)Cn2c(=O)n(Cc3ccco3)c(=O)c3ccccc32)cc1
2%	-6.8%	COc1ccccc1CNC(=O)COc1ccc(C)cc1C

Among those listed so far, two contain bromine.
Rat MKP-3 inhibitors	Hsp70 displacement	canonical_smiles
0%	3.3%	CC(=O)c1ccc(NC(=O)/C(=C\c2ccc(Br)cc2)NC(=O)c2ccco2)cc1
x	-4.0%	CCCCCOc1ccc(Br)cc1/C(C)=N/NC1=NCCN1

Other entries follow:
Rat MKP-3 inhibitors	Hsp70 displacement	canonical_smiles
-2%	8.1%	O=C1CSc2ccc(C(=O)N3CCN(c4ccccn4)CC3)cc2N1
-6%	1.2%	COc1ccc(C2C(C(=O)NCCN(C)C)c3cc(OC)c(OC)cc3C(=O)N2C)cc1OC (centres undefined)
-9%	6.9%	CC1=C(C(=O)N(C)C)C(c2cccc(Cl)c2)NC(=O)N1 (centres undefined)
3%	-0.9%	CCOC(=O)c1c(C)sc2c1N(C(C)=O)c1cc(Br)ccc1S2
0%	-1.9%	Nc1nc2ccccc2n1/N=C/c1ccccc1
2%	3.3%	CCCC(=O)Nc1ccccc1-c1nnn(CC(=O)Nc2ccc(OC)cc2)n1
-1%	0.6%	Fc1ccccc1/C=N/Nc1ccccn1
5%	4.2%	COC(=O)CN1C(=O)/C(=C\c2c(F)cccc2Cl)SC1=S
-2%	1.6%	CCOC(=O)c1[nH]c(C)c(C(=O)OCC(=O)N2CCCCC2C)c1C (centres undefined)
-5%	-5.8%	Cc1cccn2cc(CCNS(=O)(=O)c3ccc4c(c3)OCCO4)nc12
3%	-7.3%	O=C(NC(NC(=S)Nc1cccc(C(=O)O)c1)C(Cl)(Cl)Cl)OCc1ccccc1 (centres undefined)
2%	x	CC(O)CNC(=O)C(=O)NCc1ccc2c(c1)OCO2 (centres undefined)

At a glance, 5 of the compounds above.
Rat MKP-3 inhibitors	Hsp70 displacement	canonical_smiles
5%	4.2%	COC(=O)CN1C(=O)/C(=C\c2c(F)cccc2Cl)SC1=S
-2%	1.6%	CCOC(=O)c1[nH]c(C)c(C(=O)OCC(=O)N2CCCCC2C)c1C (centres undefined)
-5%	-5.8%	Cc1cccn2cc(CCNS(=O)(=O)c3ccc4c(c3)OCCO4)nc12
3%	-7.3%	O=C(NC(NC(=S)Nc1cccc(C(=O)O)c1)C(Cl)(Cl)Cl)OCc1ccccc1 (centres undefined)
2%	x	CC(O)CNC(=O)C(=O)NCc1ccc2c(c1)OCO2 (centres undefined)

Additional compounds:
Rat MKP-3 inhibitors	Hsp70 displacement	canonical_smiles
1%	-2.6%	N=c1c[n+](N2CCOCC2)[n-]o1
-10%	3.2%	O=C(COC(=O)c1ccco1)Nc1ccc2c(c1)OCCO2
-11%	0.8%	CN1CCN(C(=O)c2cc3nc(-c4ccc(Cl)cc4)cc(C(F)(F)F)n3n2)CC1
0%	-3.4%	COc1cccc(NC(=O)CSc2nncn2N)c1
x	4.0%	CCN(Cc1ccccc1)Cc1c(C)[nH]c2c(C)c(C)ccc2c1=O
0%	x	CC12CCC(C(=O)Nc3ccc4c(c3)OCCO4)(OC1=O)C2(C)C (centres undefined)
13%	6.3%	N#C/C(=C/c1c[nH]c2ccccc12)C(=O)Nc1cccc(Br)c1
-12%	3.4%	COCCN(C(=O)Cn1nnc2ccccc21)C(C(=O)NC1CCCC1)c1cccc(OC)c1OC (centres undefined)
1%	-4.0%	O=C(COc1ccccc1[N+](=O)[O-])Nc1ccc2oc(-c3ccc(Cl)cc3Cl)nc2c1
3%	-5.0%	Cn1cccc1CN1CCN(Cc2ccccc2)CC1
-10%	-1.3%	COC(=O)CS(=O)(=O)c1cc(Br)cc2c1N(C(C)=O)CC2
10%	3.9%	NC(=O)c1c(NC(=O)c2ccc(S(=O)(=O)N3CCCCC3)cc2)sc2c1CCCC2

Later entries:
Rat MKP-3 inhibitors	Hsp70 displacement	canonical_smiles
-1%	-5.4%	COc1ccc(NC(=O)N2CCC(NC(=O)c3ccco3)CC2)cc1
-5%	-2.2%	CCn1cnc2sc(C(=O)N3CCN(Cc4ccc5c(c4)OCO5)CC3)c(C)c2c1=O
-2%	-0.6%	Cc1cc(Br)ccc1NC(=O)CNC(=O)CSc1n[nH]c(N)n1
-3%	-2.3%	CCn1c(C)nc2cc(C(=O)Nc3ccccc3)ccc21
2%	-1.9%	CCC1CCc2c(sc(NC(=O)C3C4CCC(C4)C3C(=O)O)c2C(N)=O)C1 (centres undefined)
x	6.0%	COc1ccc(NC(=O)C(CCS(C)(=O)=O)N2C(=O)c3ccccc3C2=O)cc1 (centres undefined)
-3%	1.0%	CCC(=O)N1CCc2cc(Br)cc(S(=O)(=O)C3(C(=O)OC)CC3)c21
2%	2.7%	Cc1ccc(CCSc2c(Cl)cccc2Cl)cn1
-13%	-1.6%	COC(=O)c1ccc(-n2nnnc2SCC(=O)N2CCCCC2)cc1
-1%	-0.5%	O=C(CCN1C(=O)c2cccc3cccc(c23)C1=O)OC/C=C/c1ccccc1
-9%	1.7%	CCOc1ccc2nc(NCCO)[nH]c2c1
0%	8.4%	Nc1nc(CSc2ncn(-c3ccccc3)n2)cs1

(more compounds)
Rat MKP-3 inhibitors	Hsp70 displacement	canonical_smiles
-4%	2.2%	CCN(CC)C(=O)c1sc(NC(=O)c2cc(-c3cccc(C)c3)nc3ccccc23)c(C(=O)OC)c1C
x	-1.3%	O=[N+]([O-])c1ccc(-c2nnc(CSc3nc(-c4ccccc4)nc4ccc(F)cc34)o2)cc1
1%	1.5%	CC1=NNC(=O)C1CC(=O)N/N=C/c1cc(Br)ccc1O (centres undefined)
x	3.5%	CCC(C)C(NC(=O)C1CCC(C)CC1)C(=O)NCc1ccccn1 (centres undefined)
2%	3.2%	COc1cc(C(=O)N2CCN(c3ncnc4sc(C)c(C)c34)CC2)cc(OC)c1OC
-2%	-2.4%	COc1cc(-c2ccc(NC(=O)c3cccc(F)c3)c(OC)c2)ccc1NC(=O)c1cccc(F)c1
-9%	-0.1%	O=C(NCC1CCCO1)C1CCN(C(=O)c2ccc(Cl)cc2)CC1 (centres undefined)
1%	1.4%	CCN1CCN(Cc2c(C)[nH]c3c(Cl)cccc3c2=O)CC1
3%	-0.5%	COc1cccc(-c2cc(C(=O)NC(C)c3ccccc3)c3ccccc3n2)c1 (centres undefined)
3%	1.9%	COC(=O)c1cc2ccc(OC)c(OC)c2c(=O)s1
-12%	5.2%	Cc1nnc(-n2cnc3ccccc32)c2ccccc12
-3%	2.8%	O=C(CCCN1C(=O)/C(=C\c2cccc(Br)c2)SC1=S)Nc1ccc(C(=O)O)cc1

Random excerpt: two records from the list.
Rat MKP-3 inhibitors	Hsp70 displacement	canonical_smiles
1%	1.4%	CCN1CCN(Cc2c(C)[nH]c3c(Cl)cccc3c2=O)CC1
-4%	2.2%	CCN(CC)C(=O)c1sc(NC(=O)c2cc(-c3cccc(C)c3)nc3ccccc23)c(C(=O)OC)c1C

Next records
Rat MKP-3 inhibitors	Hsp70 displacement	canonical_smiles
3%&4%	-2.2%&-2.5%	COc1ccc(Nc2cc(C)nc(-n3nc(C)cc3C)n2)cc1
-13%	-3.1%	COc1ccc(-c2ccc(-c3noc(-c4cccc(OC)c4)n3)c(OC)n2)cc1
-5%	1.7%	CCCCC(=O)Nc1ccc(NC(=O)c2ccc3c(c2)OCO3)cc1OC
-6%	7.3%	COC(=O)CN1C(=O)C(C)(C)Oc2ccc(C(=O)NC3CC3)cc21
4%	0.0%	COc1ccc(NC(=O)C(=O)NCc2ccccn2)c(OC)c1
2%	-3.2%	CN(C)c1ccc(-c2nc3cc(NC(=O)c4ccccc4Br)ccc3o2)cc1
-9%	-0.5%	C/C=C(\C)c1nnc(NC(=O)OCC)s1
2%	1.5%	CC(C)(C)C(=O)Nc1ncc(C(F)(F)F)cc1Cl
-4%	0.2%	COc1cccc(OC)c1-c1nn2c(-c3ccco3)nnc2s1
-5%	17%	Cc1nn(C(C)C(=O)NCC2CCCO2)c(=O)c2cc3occc3n12 (centres undefined)
-13%	1.0%	COc1ccc(N2CCN(C(=O)c3c(-c4ccccc4)noc3C)CC2)cc1
x	0.4%	CN(CC(=O)NCc1ccccc1)S(=O)(=O)c1cnc[nH]1

(further entries)
Rat MKP-3 inhibitors	Hsp70 displacement	canonical_smiles
3%	-1.2%	CCc1ccc(OCC(O)CN2CCN(c3ccccc3)CC2)cc1 (centres undefined)
0%	0.9%	COc1cccc(OC)c1C(=O)Nc1ccc(C)cc1Br
-16%	6.7%	COc1cc(C(=O)Nc2nncs2)cc(OC)c1OC
0%	-1.7%	CCc1ccc(CCC(=O)Nc2ccc(C)c(C)c2)o1
x	7.2%	CCOC(=O)C1CCCN(S(=O)(=O)c2ccc(OC)cc2)C1 (centres undefined)
-6%	5.0%	c1csc(-n2nc3ccccc3n2)c1
0%	-7.6%	COc1ccc(-c2nnc(NC(=O)c3ccco3)s2)cc1
0%	-11%	O=C(Cc1cccc2ccccc12)N/N=C/c1ccc(-c2cccc(Cl)c2)o1
